Assay outcomes as filed in PubChem.
mcGAS inh: mouse cGAS inhibition by luminescence; Q8C6L5; recombinant cGAS, Kinase-Glo ATP depletion luminescence; inhibition, % at 12.5 µM; 160,000 compounds, 0.15% hits; AID 1259399;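 also: 0% = negative control wells and 100% = reference inhibitor with no enzyme activity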
NPYLR7 ag: activates Aedes aegypti NPYLR7 receptor | HEK293T NPYLR7/Galpha15, GCaMP6s calcium fluorescence | activation, % at 10 µM | 270,000 compounds, 0.15% hits; in the data active = activation above about 40%;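 also: 0% = vehicle and 100% = reference agonist at the receptor; some compounds past the cut are filed as inactive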
hcGAS inh: inhibitors of human cGAS; recombinant h-cGAS, ATP depletion, Kinase-Glo luminescence; inhibition, % at 12.5 µM; 290,000 compounds, 0.081% hits; AID 1259398;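 also: 0% = vehicle reaction and 100% = reaction without DNA for no activity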
Target sequence (Q8N884 whole entry, looked up): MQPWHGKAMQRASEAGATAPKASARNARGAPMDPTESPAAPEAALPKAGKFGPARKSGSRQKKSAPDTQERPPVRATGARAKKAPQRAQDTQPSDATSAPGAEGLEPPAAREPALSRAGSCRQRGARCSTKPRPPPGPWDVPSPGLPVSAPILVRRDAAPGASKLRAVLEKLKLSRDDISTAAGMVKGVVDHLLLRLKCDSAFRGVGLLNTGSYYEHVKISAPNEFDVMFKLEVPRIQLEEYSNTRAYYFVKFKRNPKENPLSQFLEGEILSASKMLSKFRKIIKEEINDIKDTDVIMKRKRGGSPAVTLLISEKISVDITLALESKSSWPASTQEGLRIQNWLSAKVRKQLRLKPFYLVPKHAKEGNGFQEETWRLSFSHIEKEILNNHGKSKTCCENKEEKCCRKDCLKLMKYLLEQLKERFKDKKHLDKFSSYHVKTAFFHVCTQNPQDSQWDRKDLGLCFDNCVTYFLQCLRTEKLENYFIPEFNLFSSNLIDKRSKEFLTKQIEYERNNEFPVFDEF
* hit, by the source's call; · = not tested or not shown; & = joins results of further samples. Rule as the data show it, unless noted: active = inhibition above about 40%; inactive = the rest.

SMILES	mcGAS inh	NPYLR7 ag	hcGAS inh
Cc1cnc(C(=O)N2CCC3(CC2)CC(CN2CCOCC2)N(C)C3)cn1 (configuration not stated)	-5	·	-14
COc1cc(OC)c2c(=O)c(-c3ccccc3)c(C)oc2c1OC	1	-12	0
CC(NC(=O)c1cc(Cl)ccc1I)C(=O)N(C)C (configuration not stated)	·	-1	-8
Fc1cccc(F)c1-c1nc(CSCCc2ccccc2)cs1	-4	24	-4
Cc1ccc(-c2cc(C(=O)O)n[nH]2)s1	·	-4	-6
Nc1ccnc(-c2ccc3ncccc3c2)c1	-12	6	-3
CN(C)c1ncccc1C(=O)NCc1ccc(Br)s1	·	5	-6
COc1ccccc1NC(=O)N1CCN(CCN2C(=O)CSC2c2cccc(C(F)(F)F)c2)CC1 (configuration not stated)	-8	16	-3
COc1ccc(Cl)cc1-c1cc(NC(=O)c2c(C)noc2C)n[nH]1	-17	3	-6
CCc1nncn1CCNC(=O)N1CCCCCC1c1ccco1 (configuration not stated)	·	1	3
O=C(c1ccccc1F)N(Cc1ccccc1Cl)CC1CC(c2ccc(Cl)c(Cl)c2)=NO1 (configuration not stated)	-9	13	-6
Cc1cc(C(=O)N(CCCN(C)C)c2nc3ccc(Cl)cc3s2)no1	-6	1	-9
COc1cccc(C(CN2CCN(S(=O)(=O)c3cccc(C(F)(F)F)c3)CC2)OCc2ccc(C#N)cc2)c1 (configuration not stated)	-6	26	-1
CCc1c(C(=O)N2CCCCC2)c(CC(C)C)nn1C	-2	27	-1
COc1ccccc1N1CCN(C2CCCN(Cc3cccn3-c3cccnc3)C2)CC1 (configuration not stated)	-11	5	-6
CCOC(=O)N1CCN(C2CCCN(C(=O)CSc3nc(C)cs3)C2)CC1 (configuration not stated)	·	5&3	-5&2
COCCN(CC(=O)N(CCc1ccc(OC)c(OC)c1)Cc1ccco1)S(=O)(=O)c1ccc([N+](=O)[O-])cc1	-4	3	-4
Fc1ccc(Cn2nnc3c(SCc4cccc(F)c4)ncnc32)cc1	-4	16	-6
CC(=O)c1ccc(OS(=O)(=O)c2cn(C)c(=O)n(C)c2=O)cc1	-6	0	-8
Cc1cc(Oc2cc(N3CCCC3)ncn2)ccc1Cl	-6	-5	2
Cc1cc(C)n2nc(C(=O)N3CCCC(O)(CO)C3)cc2n1 (configuration not stated)	·	3	-6
OCC1(Cc2ccc(F)cc2)CCCN(c2ncnc3nc[nH]c23)C1 (configuration not stated)	·	-4	-6
COc1ccccc1/C=N\Nc1nc(-c2ccccc2)c2cc(C)ccc2n1	0	-7	2
CCNC1CCSc2ccc(Br)cc21 (configuration not stated)	·	9	-9
Cc1c(C(=O)NCCCN2CCCCC2C)cnc2c(-c3ccccc3F)cnn12 (configuration not stated)	-8	11	-16

Additional entries:
SMILES	mcGAS inh	NPYLR7 ag	hcGAS inh
COc1ccc(C(C)=O)cc1N1C(=O)C2C3C=CC(C3=C(C)C)C2C1=O (configuration not stated)	-3	-2	-4
CCCCc1nc(N2CCCN(C(=O)Nc3ccccc3F)CC2)c2c(-c3ccc4ccccc4c3)noc2n1	-5	34	-4
Cn1c(=O)[nH]c(=O)c2nc(-c3ccccc3)c(-c3ccccc3)nc21	·	6	1
COCc1c(Br)c(C)nc(OCC(=O)N/N=C\c2cc(I)c(OCc3ccc(Cl)cc3Cl)c(OC)c2)c1C#N	-5	5	-4
COc1cccc(CN2CCNC(=O)CC2c2nccs2)c1 (configuration not stated)	·	7	2
CC(NC(=O)c1ccncc1F)c1nnc2n1CCNCC2 (configuration not stated)	·	9	-7
Cc1cc(C(=O)N(CCCN(C)C)c2nc3ccc(F)cc3s2)no1	-8	1	-12
CC1(C)CC(=O)C2C(=Nc3ccccc3NC2c2ccc(F)cc2)C1 (configuration not stated)	-1	0	-1
CCOC(=O)C1C(=O)C=C(c2ccc(C)cc2)CC1c1cccc(F)c1 (configuration not stated)	-4	2	-4
O=C(CN1CCN(S(=O)(=O)c2ccc(Cl)cc2)CC1)Nc1cccc(Br)c1	·	-1	3
CC1(C)CC(N=Cc2cc(C(C)(C)C)c(O)c(C(C)(C)C)c2)CC(C)(C)N1	-4	·	7
c1cc(CN2CCOC3(CNCCOC3)C2)n(-c2nccs2)c1 (configuration not stated)	·	4	1
CCn1ncc(CN2CCN(C3CCN(C)CC3)C(CCO)C2)c1C (configuration not stated)	-12	·	-8
COC(C(=O)N1CCN(Cc2ccc(-c3noc(CC(C)C)n3)cc2)CC1)c1ccccc1 (configuration not stated)	3	6	3
O=C(NCC12CC3CC(CC(C3)C1)C2)c1cccc2ncccc12	·	2	-12
CC(=O)c1cccc(CN2CCCC(N(C)CCc3ccccc3)C2)c1 (configuration not stated)	-11	9	-11
CCCCn1c2ccccc2c2n[nH]c(=S)nc21	·	-1	-1
Cc1ccc(C2c3c(oc4cc(C)c(Cl)cc4c3=O)C(=O)N2C)cc1 (configuration not stated)	·	6	-6
CCN(Cc1ccccc1)C(=O)CCC1(Cc2ccc3ccccc3c2)CCC(=O)N1 (configuration not stated)	-9	0	-7
Cc1ccnc(N2CCC(C(=O)N3CCC(C(N)=O)(N4CCCCC4)CC3)CC2)n1	-5	·	-12
O=C(OC12CC3CC(CC(C3)C1)C2)C12CC3CC(CC(C3)C1)C2	·	14	1
Nc1[nH]nc2nc(N3CCCC3)nc(-c3ccccc3)c12	·	-1	-5
O=S(=O)(O)CCCN1CCN(S(=O)(=O)c2ccc3c(c2)OCCO3)CC1	·	0	-2
CC(C)C(NC(=O)C1CCCN(c2ncccn2)C1)c1ccc2c(c1)OCCO2 (configuration not stated)	·	12	-4
c1c2c(cc3c1OCO3)OCN(CCOC13CC4CC(CC(C4)C1)C3)C2	-5	·	-5

The results go on:
SMILES	mcGAS inh	NPYLR7 ag	hcGAS inh
CC#CCN1CCc2nc3ccccc3c(C(=O)NCCc3ccc(O)cc3)c2C1	·	0	-4
COc1cccc(CN2CCN(Cc3c(C)nn(C)c3Cl)CC2CCO)c1 (configuration not stated)	·	5	-8
O=C(C1CCC(CNc2c(N3CCCCC3)c(=O)c2=O)CC1)N1CCCCCC1 (configuration not stated)	1	-5	1
CCOC(=O)C1CCCN(C(=O)C2COC3(CCCCC3)N2C(=O)c2cc(F)cc(F)c2)C1 (configuration not stated)	-6	-17	-3
CCCCCCCCCC(=O)Nc1ccc(N2CCCC2)c(C(=O)N(CC)CC)c1	-6	-6	-8
COc1ccccc1-c1noc(CNc2ccc(N3CCCC3=O)c(C)c2)n1	-6	7	-9
O=C1Nc2ccccc2/C1=C/c1ccc([N+](=O)[O-])cc1O	1	-7	3
CCOC(=O)C1(CCCc2ccccc2)CCCN(C(=O)c2ccc(C(C)=O)cc2)C1 (configuration not stated)	-10	·	-3
CCn1c(C2CCN(Cc3cc(-c4ccccc4)no3)CC2)nn(C)c1=O	·	2	-7
S=C(Nc1ccccc1)N1CCOC(c2ccc(Br)cc2)N1 (configuration not stated)	·	0	-2
CCn1c(=S)[nH]c2sc3c(c2c1=O)CCCCC3	·	-6	-3
CSc1ccc(-c2nc(CN3CCC(CN)C3)c(C)o2)cc1 (configuration not stated)	-9	-1	-7
Cc1ccc(C(=O)NCCC(=O)OC(C)C)c(C)c1	·	1	-10
COCCCN(Cc1ccc([N+](=O)[O-])cc1)Cc1cccn1Cc1ccc(F)cc1	-8	20	-4
C=CCn1c(C)csc1=Nc1ccc(Cl)cc1	·	-2	-11
Cc1ccc(-c2csc3nc(CN(CC(O)Cc4ccccc4)C4CCCCC4)[nH]c(=O)c23)cc1C (configuration not stated)	-5	7	-4
NC(=O)c1ccc(C(=O)OCc2ccsc2)cn1	-13	1	-11
COc1ccc(CCOc2nc(-c3ccccc3F)n(-c3ccc(NC(=O)C4CCC4)cc3)n2)cc1	-4	5	-6
O=C(NCc1cccnc1)c1cc(NC(=O)C23CC4CC(CC(C4)C2)C3)ccc1N1CCc2ccccc2C1	-6	21	-5
C=C(C)CN1CCN(c2c3c(c(C#N)c4nc5ccccc5n24)CCC3)CC1	·	4	-11
COc1cc2c(cc1-c1nccn1-c1ccccc1CCO)OCCCO2	-12	31	-3
Cc1cc(C)n(-c2ccc(N3CCN(S(=O)(=O)c4ccc(C(C)(C)C)cc4)CC3)nn2)n1	-7	-4	-2
CCn1ccnc1N1CCN(C(C)=O)CC1	-9	2	-4
COc1ccccc1NS(=O)(=O)c1ccc(Oc2ccccc2OC)cc1	-4	-2	-1
CC1(C)CC(=O)C=C(NC2CC2)C1	·	-5	0

Next part.
SMILES	mcGAS inh	NPYLR7 ag	hcGAS inh
COc1cc(-c2nc(C=Nc3ccccc3Br)c(O)o2)cc(OC)c1OC	·	-2	-6
COCCN(Cc1ccncc1)S(=O)(=O)c1cc(C)c(Cl)cc1Cl	·	-1	-5
C=CCC(=O)N(C)CC1(CO)CCCC1	·	-2	-5
COC(=O)N1CCCC(C(=O)Nc2ccc(N3CCCCC3)nc2)C1 (configuration not stated)	·	-18	-1
O=C(Nc1cccnc1Cl)c1cc2nc(-c3ccc(F)cc3)cc(C(F)(F)F)n2n1	-6	-8	-5
COc1ccc2c(c1)OC(C)CN(CC(C)Cc1ccc3c(c1)OCO3)C2 (configuration not stated)	-13	6	-5
CCN(CC)CCNC(=O)c1cc(NC(=O)C(c2ccccc2)c2ccccc2)ccc1N1CCC(C)CC1	-5	·	-4
COc1cccc(C2NC(=O)CN2Cc2ccc(Br)cc2)c1O (configuration not stated)	·	7	-7
Cc1ccc(CN2CCN(C(=O)Cn3cccnc3=O)C(C)C2=O)cc1 (configuration not stated)	·	9	-9
O=C(CSc1nc2ccccc2s1)NN=C1CCCCC1	1	-10	0
COc1ccccc1OC(C)(C)C(=O)N1CCN(C)C(C(=O)O)C1 (configuration not stated)	·	0&0	-4&-4
Cc1c(C(=O)NCCC#N)sc(=O)n1Cc1cccc(F)c1	·	11	-6
O=C(CN1CSCC1=O)Nc1nc2ccc3ccccc3c2s1	·	-1	4
CCOC(=O)C1=C(C(F)(F)F)N=C2SC=C(CC(=O)NCC(C)C)N2C1c1cc(C)ccc1C (configuration not stated)	-2	·	-3
FC(F)(F)c1cccc2c(N3CC(c4ccncc4)C3)ccnc12	-15	-1	-3
Cc1sc2nc(CCc3ccccc3)nc(N3CCN(C(=O)C(C)(C)CCl)CC3)c2c1C	1	-14	1
COCC(=O)Nc1cccc(-c2ccc3c(c2)OCO3)c1	-17	-1	-4
COCCNc1cc(-c2ncccc2Cl)c2cc[nH]c2n1	-19	2	-9
Cc1cc2nnc(SC(C(=O)NC(N)=O)C(C)C)n2c(C)n1 (configuration not stated)	·	0	4
COc1ccccc1C=C/C=N\NC(=O)c1cc(-c2ccc(Cl)s2)[nH]n1	0	1	-6
CN(Cc1ccc(-c2nc(-c3cccnc3)cc(=O)[nH]2)cc1)Cc1ccco1	·	-1	-3
COCCCN(C(=O)c1ccccc1C)C(C)c1nc2ccccc2c(=O)n1-c1ccc(C)cc1C (configuration not stated)	-3	-11	-3
COCCNC(=O)c1ccc(OC2CCN(C(C)CSC)CC2)c(Cl)c1 (configuration not stated)	·	18	-6
CC1(c2cc(F)ccc2F)NC(=O)N(Cc2ccc(C#N)cc2F)C1=O (configuration not stated)	·	12	-10
CCCn1c(-n2nc(CC)cc2CC)nc2c1c(=O)n(C)c(=O)n2C	-12	3	-2

Complete entries from above. Screens in order: mcGAS inh, NPYLR7 ag, hcGAS inh
O=C(Nc1cccnc1Cl)c1cc2nc(-c3ccc(F)cc3)cc(C(F)(F)F)n2n1 is listed as -6, -8, -5
O=C(CSc1nc2ccccc2s1)NN=C1CCCCC1 is listed as 1, -10, 0
COCC(=O)Nc1cccc(-c2ccc3c(c2)OCO3)c1 is listed as -17, -1, -4
COCCN(Cc1ccncc1)S(=O)(=O)c1cc(C)c(Cl)cc1Cl is listed as ·, -1, -5
COCCCN(C(=O)c1ccccc1C)C(C)c1nc2ccccc2c(=O)n1-c1ccc(C)cc1C (configuration not stated) is listed as -3, -11, -3

A different layout for part of the listing above:
structure | mcGAS inh | NPYLR7 ag | hcGAS inh
CCn1c(=S)[nH]c2sc3c(c2c1=O)CCCCC3 | · | -6 | -3
CSc1ccc(-c2nc(CN3CCC(CN)C3)c(C)o2)cc1 (configuration not stated) | -9 | -1 | -7
Cc1ccc(C(=O)NCCC(=O)OC(C)C)c(C)c1 | · | 1 | -10
COCCCN(Cc1ccc([N+](=O)[O-])cc1)Cc1cccn1Cc1ccc(F)cc1 | -8 | 20 | -4
C=CCn1c(C)csc1=Nc1ccc(Cl)cc1 | · | -2 | -11

Later entries
SMILES	mcGAS inh	NPYLR7 ag	hcGAS inh
COc1cn2c(cc1=O)C(=O)N(CCNC(=O)c1ccccc1SC)CC2	·	8	6
CCN(CC1CCCN(CCc2cccc(OC)c2)C1)C(=O)CCn1cncn1 (configuration not stated)	-5	3	-7
CCCSc1nc2c(c(=O)[nH]c(=O)n2C)n1Cc1cccc(C)c1	-1	·	1
Cc1nnc(C(C)NC(=O)Nc2ccc(C(F)(F)F)cc2)o1 (configuration not stated)	·	-3	-10
Cc1cccc(-c2nc3nc(C)cc(C)n3c2NC2CCCCC2)c1	-5	-4	-3
CC(NC(=O)Nc1ccncc1)C(O)c1ccc(Br)cc1 (configuration not stated)	·	9	-9
CCn1nnc2c(=O)n(CC(=O)N3CCN(c4ccccc4)CC3)cnc21	·	-1	0
O=C(NCc1cccnc1)c1cc(N2CC[C@@H]3CCCC[C@H]3C2)ccn1	-2	-2	1
CCOC(=O)c1sc(N2C(=O)C(=O)C(=C(O)c3ccccc3)C2c2ccc(O)cc2)nc1C (configuration not stated)	-2	2	3
COc1ccc2oc(=N)c(C(=O)Nc3ccc(F)cc3)cc2c1	-6	-3	2
